Screening data deposited in PubChem by National Center for Advancing Translational Sciences (NCATS).
HCMV inh – qHTS Assay for inhibitors of the human cytomegalovirus (HCMV) | HFF cells, HCMV-luciferase reporter, 72 h; stronger effect = lower value | activity change, negative = inhibition, % at 57.5 µM | 410,000 tested, 4.5% active | AID 1259415, 2018; in the data active = activity change below about -60%; inconclusive = no clear call, values can overlap the other calls; inactive = above about -39%
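Cell-based, HFFs, 1000 cells/well, 16 h 37C; cpds in DMSO + HCMV-luc, MOI 1 PFU/cell; 72 h 37C; OneGlo luminescence after 5 min RT; norm. to buffer vs Salinomycin 10uM.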
AMA1-RON2 inh – qHTS for Inhibitors of AMA1-RON; Towards Development of Antimalarial Drug Lead: Primary Screen; Potency, µM (top dose mostly 58.2 µM), for the others: at the top dose activity change, negative = inhibition, usual class: inhibitors; AID 720542, 2013; 360,000 tested, 0.2% active; Plasmodium falciparum AMA1 (3D7) - RON2 peptide interaction; AlphaScreen AMA1-biotinylated RON2 peptide binding;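 note: potency is the fitted concentration of half-maximal effect; 0% = vehicle wells and -100% = peptide control; nearly all actives have a fitted effect of over 45% in size; some results filed as inactive show a strong effect at the top dose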
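AMA1 (3D7) with his tag at 25 nM final met compounds first, then biotinylated RON2 peptide at 25 nM; detection used donor plus acceptor beads, 10 µg/mL apiece, read by AlphaScreen after 30 min at room temperature.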
AmpC detergent – qHTS Inhibitors of AmpC Beta-Lactamase (assay with detergent) | AmpC hydrolysis of nitrocefin, absorbance 480 nm, 0.01% Triton | P00811 | 370,000 tested, 0.041% active | Potency, µM (titrated, usually from 114 µM), inactives show at the top dose activity change, negative = inhibition, most hits filed as inhibitors;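 note: potency is the fitted concentration of half-maximal effect; 0% = no-compound wells and -100% = no-enzyme wells; nearly all actives have a fitted effect of over 25% in size; some results filed as inactive show a strong effect at the top dose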
Target sequence (P00811 whole entry, looked up): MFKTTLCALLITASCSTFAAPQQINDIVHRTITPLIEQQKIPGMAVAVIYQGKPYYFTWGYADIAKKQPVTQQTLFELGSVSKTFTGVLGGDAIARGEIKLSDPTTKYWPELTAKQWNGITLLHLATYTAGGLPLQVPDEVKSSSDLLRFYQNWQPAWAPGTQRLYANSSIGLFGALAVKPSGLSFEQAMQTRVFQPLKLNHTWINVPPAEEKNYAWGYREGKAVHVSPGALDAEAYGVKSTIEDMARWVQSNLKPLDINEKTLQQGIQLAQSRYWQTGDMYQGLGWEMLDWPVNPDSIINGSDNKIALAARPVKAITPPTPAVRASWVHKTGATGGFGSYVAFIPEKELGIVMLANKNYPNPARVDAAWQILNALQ
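20 mM phosphate pH 7.0 + 0.01% (detergent screen) or 0.0001% Triton X-100; 5.3 nM AmpC reagent; cpd preinc 15 min RT; nitrocefin (800 uM stock) to start; A480 q20 s × 4 min; Activity was normalised to no-enzyme and no-compound control wells.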
Sm TGR block – qHTS Assay for the Inhibitors of Schistosoma Mansoni Peroxiredoxins; Schistosoma mansoni thioredoxin glutathione reductase (TGR), Q962Y6; purified TGR, DTNB reduction, TNB absorbance 405 nm; Potency, µM (doses to about 114 µM), inactives show at the highest dose activity change, negative = inhibition, usual class: inhibitors; 360,000 tested, 3% active; note: potency is the fitted concentration of half-maximal effect; nearly all actives have a fitted effect of over 60% in size
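TGR 20 nM + NADPH 100 uM (dispensed conc.), cpd preinc 15 min RT; start with NADPH (500 uM addition) then DTNB (15 mM addition). Kinetic TNB absorbance, 405 nm filter. Four-parameter Hill fit across titration.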
AmpC no deterg – qHTS Inhibitors of AmpC Beta-Lactamase (assay without detergent) | P00811 | AmpC nitrocefin hydrolysis, absorbance 480 nm, 0.0001% Triton | Potency, µM (titrated, usually from 57.1 µM), without a hit: at the top dose activity change, negative = inhibition, usual class: inhibitors | 330,000 tested, 0.52% active;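 note: potency is the fitted concentration of half-maximal effect; plate controls were no compound for no effect and no enzyme for full effect; nearly all actives have a fitted effect of over 20% in size; some results filed as inactive show a strong effect at the top dose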
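20 mM phosphate pH 7.0 + 0.01% (detergent screen) or 0.0001% Triton X-100; 5.3 nM AmpC reagent; cpd preinc 15 min RT; nitrocefin (800 uM stock) to start; A480 q20 s × 4 min; Activity was normalised to no-enzyme and no-compound control wells.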
LmPK inhibitor – qHTS Assay for Inhibitors of Leishmania Mexicana Pyruvate Kinase (LmPK); Q27686; purified LmPK, Kinase-Glo ATP luminescence, 1 h; Potency, µM (titrated, usually from 57.5 µM), for inactives: at the top dose activity change, negative = inhibition, usual class: inhibitors; 290,000 tested, 0.37% active; note: potency is the fitted concentration of half-maximal effect
Target sequence (Q27686 whole entry, looked up): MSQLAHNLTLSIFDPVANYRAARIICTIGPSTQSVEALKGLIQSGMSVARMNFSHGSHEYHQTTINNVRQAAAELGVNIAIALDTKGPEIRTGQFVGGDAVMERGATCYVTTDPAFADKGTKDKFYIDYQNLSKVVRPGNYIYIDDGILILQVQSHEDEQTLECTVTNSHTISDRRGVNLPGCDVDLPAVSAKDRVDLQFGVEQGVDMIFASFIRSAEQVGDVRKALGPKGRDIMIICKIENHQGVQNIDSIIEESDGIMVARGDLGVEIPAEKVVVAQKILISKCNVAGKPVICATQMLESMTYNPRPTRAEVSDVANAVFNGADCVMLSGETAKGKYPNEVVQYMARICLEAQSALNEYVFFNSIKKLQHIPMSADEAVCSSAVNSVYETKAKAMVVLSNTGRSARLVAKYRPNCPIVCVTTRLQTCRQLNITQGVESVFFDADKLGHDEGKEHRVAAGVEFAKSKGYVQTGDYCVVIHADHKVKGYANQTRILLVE
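Screened at intermediate enzyme activity to detect both inhibitors and activators: LmPK at 0.1 nM, with a 0.5 nM enzyme column as activation reference. PEP 0.5 mM, ADP 0.1 mM; ATP detected by luminescence after 1 h.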
TbPYK inhibitor – qHTS of Trypanosoma Brucei Inhibitors. TbPYK enzyme, Kinase-Glo Plus ATP luminescence, 45 min. Potency, µM (titrated, usually from 76.8 µM), for inactives: top-dose activity, negative = inhibition, most hits filed as inhibitors. 410,000 tested, 0.12% active. AID 624173, 2012; note: potency is the fitted concentration of half-maximal effect; nearly all actives have a fitted effect of over 50% in size
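Luminescence from Kinase-Glo Plus, added after a 45-minute room-temperature reaction, served as the end-point read-out. The enzyme and substrate were preincubated with compound before ADP (130 uM final) initiated turnover. Concentration-effect curves came from normalized qHTS data.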
* marks the source's active call; other numbers are inactive results; ? = inconclusive; . = no result given; & = joins results of further samples; [ ] = remark or other dose. Unless noted, calls come from the whole dose curve; as a rule, active = well fitted curve in the direction sought with a large enough effect; inconclusive = small, poorly fitted or top-dose-only effect, or another doubt; inactive = no such curve, though single readings can be large; an effect the other way counts as inactive or inconclusive. Unless noted, % is set by controls: 0 for no effect and ±100 for the full control effect.

Every second line gives: HCMV inh	AMA1-RON2 inh	AmpC detergent	Sm TGR block	AmpC no deterg	LmPK inhibitor	TbPYK inhibitor
COc1ccc(NC(=O)Cn2c(=O)n(-c3cccc(C(F)(F)F)c3)c(=O)c3sccc32)cc1
→ -32.6	.	5.1%	0.4%	.	.	2.5%
Cc1onc(-c2c(Cl)cccc2Cl)c1C(=O)NNC(=O)c1c(-c2c(Cl)cccc2Cl)noc1C
→ -36.2	57.9%[activator]	2.2%	11.6%	-32.0%	5.0%	-3.1%
CCCc1cc(C(=O)N2CCCC(CO)(CCCc3ccccc3)C2)n(C)n1 (stereo not given)
→ 20.7	3.6%	-6.0%	0.0%	174.6%[activator]	-4.6%	0.0%
COc1ccc(C(=O)NCC(=O)N2CCN(c3ccc(Cl)cc3)CC2)cc1
→ ?	-1.6%	1.2%	15.1%	-17.9%	-0.4%	-0.7%
Cc1noc(C(=O)N2CCN(Cc3ccc4c(c3)OCO4)CC2)c1Cl
→ 1.6	-7.7%	6.3%	7.0%	17.0%	0.8%	-9.4%
Cc1cccc(C)c1OCc1nnc(NC(=O)CSc2ccc(Cl)cc2)s1
→ 0.2	1.2%	7.7%	8.0%	-13.5%	-0.7%	5.4%
c1coc(-c2ccnc(-c3ccncc3)n2)c1
→ -31.9	-3.1%	1.8%	0.5%	-2.0%	-5.5%	0.4%
COc1ccc(NC(=O)C2Cc3c(-c4cccc(F)c4)ccnc3O2)cc1OC (stereo not given)
→ -75.9*	-24.4%	.	.	.	.	-3.6%
Cc1ccccc1CNC(=O)c1sc2ncnc(N(C)C3CCCCC3)c2c1C
→ -23.8	.	5.8%	6.3%	.	.	1.3%
COc1ccc(OC)c(CN2CCN(C(=O)CNC(=O)c3cc(C)cc(C)c3)CC2)c1
→ 19.9	-0.1%	?	-19.5%	149.6%[activator]	.	2.5%
COc1cc(OC)c(C(=O)NNC(=O)CN(C)S(=O)(=O)c2ccc(Cl)cc2)cc1OC
→ -32.5	77.9%[activator]	?	4.9%	20.3%	.	2.0%
Cc1nc(C)c(C(=O)OC(C)C(=O)Nc2ccc(F)cc2)s1 (stereo not given)
→ -19.9	-0.7%	6.6%	4.4%	-13.5%	.	0.0%
COc1ccc(CCNC(=O)c2ccc(N(C)S(=O)(=O)c3ccc(C)cc3)cc2)cc1OC
→ -22.2	-13.5%	3.2%	-1.9%[57.1 µM]	86.8%[activator]	-3.9%	1.2%
O=C(NCCCN1CCOCC1)c1cc(S(=O)(=O)N2CCN(c3ccccc3)CC2)ccc1Cl
→ 13.8	-1.6%	?	1.2%	110.8%[activator]	.	-5.5%
O=[N+]([O-])c1ccc(N/N=C\c2cccn2-c2ccccc2)nc1
→ -27.2	?	-8.4%	4.1%	-49.9%	-3.6%	3.5%

Fetched one by one from above, 2 records:
Every second line gives: HCMV inh	AMA1-RON2 inh	AmpC detergent	Sm TGR block	AmpC no deterg	LmPK inhibitor	TbPYK inhibitor
COc1ccc(NC(=O)Cn2c(=O)n(-c3cccc(C(F)(F)F)c3)c(=O)c3sccc32)cc1
→ -32.6	.	5.1%	0.4%	.	.	2.5%
COc1cc(OC)c(C(=O)NNC(=O)CN(C)S(=O)(=O)c2ccc(Cl)cc2)cc1OC
→ -32.5	77.9%[activator]	?	4.9%	20.3%	.	2.0%

(continued)
Every second line gives: HCMV inh	AMA1-RON2 inh	AmpC detergent	Sm TGR block	AmpC no deterg	LmPK inhibitor	TbPYK inhibitor
Cc1ccc(N(C(C)C(=O)N2CCN(Cc3ccccc3)CC2)S(C)(=O)=O)cc1 (stereo not given)
→ -10.0	20.8%	8.3%	70.7%[activator]	67.5%[activator]	-0.4%	-23.0%
COc1cc(NC(=O)Cn2cnc(S(=O)(=O)N3CCCC3)c2)cc(OC)c1OC
→ 5.2&0.8	-8.0%	-6.9%&2.2%	-41.5%&-3.0%	-3.7%	-9.0%	-8.1%&-3.0%
CC1(S(=O)(=O)O)CC(=O)c2ccccc2C1=O (stereo not given)
→ -30.8	33.4%[activator]	-13.8%	-8.8%	-24.0%	-8.8%	-14.5%&-6.4%
CCn1cc(C2=NC(C(C)C)CO2)c2ccccc21 (stereo not given)
→ 54.9	-1.3%	?	4.0%	11.1%	0.6%	0.9%
O=C(COC(=O)c1cccc(O)c1)Nc1ccc(S(=O)(=O)N2CCOCC2)cc1
→ -6.9	-3.3%	-0.4%	-11.4%	-22.8%	.	2.9%
Cc1cccc(NC(=O)CSc2nnc(CNC(=O)c3ccc(S(=O)(=O)N(C)C)cc3)n2-c2ccc(F)cc2)c1
→ 6.8	-25.0%	-13.0%	-16.5%	101.3%[activator]	-1.1%	-6.7%
CCOc1ccc(S(=O)(=O)NCCC(=O)N2CCN(c3ccccc3O)CC2)cc1
→ -17.8	-1.4%	-12.4%	-5.0%	1.1%	.	-3.6%
CC(C)c1onc(C(=O)N2CCCCC2)c1[N+](=O)[O-]
→ 0.7	12.7%	?	-3.6%	-13.5%	-3.0%	-4.9%
COc1ccc2nc(C3CCCCC3)c3c(c2c1)CCC3
→ -0.5	12.5%	.	.	.	.	3.5%
Cc1cccc(C2c3[nH]c4ccccc4c3CCN2C(=O)c2cc(CC(C)C)nc(C)n2)n1 (stereo not given)
→ -7.5	-4.6%	2.3%	-0.8%	172.2%[activator]	4.0%	-2.0%
Cc1cccc(NC(=O)CSCC(=O)Nc2cccc(S(=O)(=O)N3CCCCCC3)c2)c1
→ -33.0	-6.4%	-11.0%	-15.3%	-15.6%	.	3.8%
CCOC(=O)c1ccc(NC(=O)CCN2C(=O)C3CC=CCC3C2=O)cc1 (stereo not given)
→ 4.8	-7.0%	0.7%	-4.1%	-7.4%	.	-1.1%
O=C(CCC1N=C2c3ccccc3N=C(SCC(=O)Nc3ccc(F)cc3)N2C1=O)NCc1cccs1 (stereo not given)
→ -80.3*	.	-2.6%	3.5%	.	.	-3.3%
Cc1c(NC(=O)c2cccc(NC(=O)Cc3ccccc3Cl)c2)c(=O)n(-c2ccccc2)n1C
→ -12.2	-10.6%	.	.	.	.	1.5%
Cc1nn(Cc2ccc(Cl)cc2)c(=O)n1N(C)c1ncc(C(F)(F)F)cc1Cl
→ 11.7	3.4%	1.0%	-9.2%	110.5%[activator]	1.9%	0.3%
CC(=O)NN1C(=O)c2ccccc2NC1c1ccoc1 (stereo not given)
→ -0.6	-1.6%	-14.9%	3.4%	-9.8%	3.5%	1.8%
CC1c2nc3ccccc3n2C(CC(=O)NCc2ccccn2)C(=O)N1Cc1ccccc1 (stereo not given)
→ 0.7	29.5%	?	-30.7%	3.1%	0.6%	-1.5%
CC12CCCCC1=NC(c1ccc(Br)cc1)N2O (stereo not given)
→ -37.8	3.0%	-12.9%	11.5%	-22.4%	-0.1%	1.6%
CCOC(=O)CCCNC(=O)COC(=O)/C=C/c1ccc2c(c1)OCO2
→ 7.6	-2.2%	?	-11.3%	-10.7%	-10.5%	-3.3%
CCOc1ccccc1NC(=O)Cn1c(=O)n(Cc2cccs2)c(=O)c2cccnc21
→ -23.1	.	2.9%	0.9%	.	.	0.1%
O=C(O)c1ccc(Cl)c(S(=O)(=O)NC(Cc2ccccc2)C(=O)O)c1 (stereo not given)
→ 9.6	22.5%	-6.6%	2.2%	-15.2%	1.3%	2.7%
COc1ccc2[nH]c3c(c2c1)CCn1c-3nc2ccccc2c1=O
→ .	13.3%	?	1.1%	-40.2%	-9.0%	5.2%
O=C(Oc1ccc(N2C(=O)CCC2=O)cc1)c1ccccc1
→ 54.5	3.2%	1.0%	-21.6%	-8.4%	-2.7%	-5.4%
C/C(=N\NC(=O)c1ccc(Br)cc1)c1ccccc1
→ 23.5	55.6%[activator]	-6.4%	-29.4%	-12.4%	-14.0%	-11.8%
CCCCSc1nc2c(c(=O)[nH]1)CCC2
→ 48.7	8.3%	1.2%	7.8%	-16.2%	-3.1%	5.8%
CC(=O)Nc1ccc(NC(=O)N2CCOCC2)cc1
→ 11.3	0.0%	.	.	.	.	3.5%
Nc1ccc(S(=O)(=O)NCc2ccccn2)cc1
→ -12.7	5.1%	1.5%	-19.3%	-20.3%	-2.3%	-1.2%
CS(=O)(=O)c1ccc(Cl)c(NC(=O)COC(=O)c2c(Cl)cccc2Cl)c1
→ -25.1	-4.0%	-3.0%	.	162.5%[activator]	2.5%	-0.5%
COC(=O)c1cc(CNC(=O)c2ccc(S(=O)(=O)N(C)c3ccccc3)cc2)ccc1OC
→ -1.9	5.2%	7.5%	3.2%	-1.3%	.	8.0%
Cc1cccc(NC(=O)CNC(=O)c2ccco2)n1
→ -20.5	10.0%	?	0.5%	-9.1%	.	-1.3%
Cn1nc(C(=O)Nc2cccnc2)c2ccccc2c1=O
→ 56.6	6.3%	2.3%	41.4%[activator]	-17.5%	-5.1%	3.2%
CCn1c(COc2c(C)cccc2C)nnc1SCC(=O)N1CCN(c2ccccc2)CC1
→ ?	30.9%[activator]	1.5%	?	109.9%[activator]	1.5%	-6.9%
COc1ccc(C(=O)N/N=C(/C)c2cccc(NC(=O)c3ccncc3)c2)cc1OC
→ -28.0	31.2%[activator]	-11.1%	-2.5%	-9.2%	-9.1%	4.3%
COc1cc(NS(=O)(=O)c2ccc(NC(=O)c3cccc(F)c3)cc2)nc(OC)n1
→ 33.0	.	-3.5%	11.7%	.	.	-9.1%
Cc1nn(-c2ccccc2)c(C)c1NC(=O)COC(=O)c1ccccc1OC(F)F
→ -21.9	3.2%	-1.7%	-16.0%	-9.3%	-3.3%	-5.8%
Cc1cc(C)nc(N2CCCC(C(=O)NCc3cccc(C(F)(F)F)c3)C2)n1 (stereo not given)
→ 1.4	3.2%	-13.9%	4.7%	-18.6%	1.0%	-0.7%
Cc1cc(C(=O)OCC(=O)Nc2ccc(F)c(F)c2F)c(C)o1
→ -32.9	-3.0%	2.9%	-6.0%	-10.1%	4.5%	-18.6%
COc1ccc(C(=O)C2CCCN(CCc3ccccc3)C2)cc1OC (stereo not given)
→ 22.5	-1.5%	.	.	.	.	4.3%
Cc1ccc(NC(=O)Cn2nc(-c3ccncc3)ccc2=O)cc1Cl
→ -0.6	.	-8.8%	?	.	.	1.0%
O=C(COc1ccc(Cl)cc1)NCc1nnc(SCC(=O)NC2CCCCC2)o1
→ -29.7	-7.7%	7.2%	3.1%	-1.9%	-2.3%	-0.9%
